# Fam108B counter – Fam108B inhibition, counter-screen for RBBP9 inhibitors. recombinant Fam108B, FP-Rh probe fluorescence polarization. inhibition, % at 9.51 µM. actives 0.33% (n = 300,000). AID 1947;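 active means inhibition above the screen mean inhibition plus 3 SD, computed separately per campaign, cut at about 18% in these data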;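 further: inhibitors lower polarization as less probe binds the enzyme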
# VLA-4 inh – inhibition in a human VLA-4 binding assay | VLA-4 expressing cells, ligand binding flow cytometry | actives 0.2% (n = 330,000) | inhibition, % (about 7 µM as worked out from the volumes in the protocol) | P13612; in the data active means inhibition above about 50%
# GRK2 aptamer HTS – blocks RNA aptamer binding to human GRK2 | bead flow cytometry, FAM-aptamer displacement from GRK2 | actives 0.59% (n = 330,000) | inhibition of aptamer binding, % at 10 µM | P25098;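 active means inhibition of aptamer binding above 40%, roughly 3 SD of noise, on plates passing a quality check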;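 further: median bead fluorescence of bound FAM aptamer so fluorescent compounds give negative values; no value below 0 was filed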
# MCL1-BIM inh – MCL1-BIM-BH3 interaction inhibition (human); inhibition, % at 10.9 µM; GST-MCL1 / FITC-Bim-BH3 fluorescence polarization; Q07820; actives 0.68% (n = 320,000);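 active means inhibition above the mean inhibition of all tested compounds plus 3 SD, set per campaign, cut at about 40% in these data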;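 further: 0% = DMSO wells and 100% = unlabeled Bim-BH3 peptide control; higher means more loss of mP so more displacement of Bim peptide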
# Target sequence (Q07820 whole entry, looked up): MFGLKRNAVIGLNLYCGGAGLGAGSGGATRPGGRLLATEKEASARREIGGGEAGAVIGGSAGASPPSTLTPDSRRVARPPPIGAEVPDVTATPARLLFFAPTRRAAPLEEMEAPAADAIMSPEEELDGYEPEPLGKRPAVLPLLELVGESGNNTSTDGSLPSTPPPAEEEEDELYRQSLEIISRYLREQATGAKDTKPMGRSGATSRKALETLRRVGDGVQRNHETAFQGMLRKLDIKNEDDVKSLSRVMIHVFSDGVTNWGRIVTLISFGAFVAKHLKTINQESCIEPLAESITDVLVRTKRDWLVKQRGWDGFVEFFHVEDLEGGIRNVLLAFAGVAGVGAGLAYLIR
# AGP1-GFP MLPCN – alters AGP1-GFP fluorescence in TOR pathway yeast screen; S. cerevisiae AGP1-GFP multiplex flow cytometry, 3 h; GFP as percent of DMSO wells; GFP response vs DMSO, % at 10 µM; actives 0.02% (n = 320,000); AID 2066;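 active means GFP response relative to DMSO above a set limit, near screen average plus 3 SD, cut at about 150% in these data; inconclusive means fewer than 70 cells counted for the yeast strain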;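 further: median GFP channel fluorescence of the gated AGP1 strain per well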
# GLD-1 RNA inh – GLD-1-TGE RNA interaction inhibition (C. elegans) | Q17339 | purified GLD-1 + fluorescein TGE RNA, fluorescence polarization | inhibition, % at 5.96 µM | actives 0.44% (n = 320,000) | AID 2280;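 active means percent inhibition above a per-plate cutoff, the plate mean of test compounds plus 3 SD, cut at about 30% in these data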;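 further: 0% = DMSO wells with GLD-1 and probe and 100% = wells lacking GLD-1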
# MEX-5 binding – C. elegans MEX-5 TCR-2 RNA binding activity; Q9XUB2; MEX-5/FITC-TCR2 RNA binding, fluorescence polarization; hits give low values; activity score (negative = inhibition of binding), % at 10 µM; actives 0.38% (n = 300,000);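 active means inhibition past about -25% in most replicates, and total fluorescence under double the plate's negative control median, limit read from the data; inconclusive means replicates evenly split on the limit, or fluorescence at least double controls; inactive means too little inhibition in most replicates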;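 further: 0% = DMSO and -100% = 5 µM competing unlabeled TCR2 RNA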
# Target sequence (Q9XUB2 whole entry, looked up): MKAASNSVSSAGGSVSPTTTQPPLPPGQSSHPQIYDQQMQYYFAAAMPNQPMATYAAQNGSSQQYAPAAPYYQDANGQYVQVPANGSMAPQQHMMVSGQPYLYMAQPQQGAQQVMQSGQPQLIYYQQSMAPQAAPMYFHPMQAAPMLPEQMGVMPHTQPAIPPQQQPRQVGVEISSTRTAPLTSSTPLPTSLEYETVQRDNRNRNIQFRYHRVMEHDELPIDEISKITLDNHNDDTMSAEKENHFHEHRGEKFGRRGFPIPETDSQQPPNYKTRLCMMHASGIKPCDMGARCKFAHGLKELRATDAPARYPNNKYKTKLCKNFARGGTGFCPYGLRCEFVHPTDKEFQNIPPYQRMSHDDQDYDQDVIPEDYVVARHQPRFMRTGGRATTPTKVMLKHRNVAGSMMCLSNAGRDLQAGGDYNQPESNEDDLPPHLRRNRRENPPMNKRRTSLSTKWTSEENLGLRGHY
# BCLXL inh – blocks human Bcl-xL binding to Bim BH3 peptide; inhibition, % at 10.9 µM; AID 2129; Q07817; GST-Bcl-xL / FITC-Bim BH3 peptide fluorescence polarization; actives 0.7% (n = 320,000);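 active means inhibition above the mean of all tested compounds plus 3 SD, cutoff set per campaign, cut at about 30% in these data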;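 further: 0% = DMSO wells and 100% = unlabeled Bim-BH3 peptide competitor; inhibitors lower millipolarization by displacing the labeled peptide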
# Target sequence (Q07817 whole entry, looked up): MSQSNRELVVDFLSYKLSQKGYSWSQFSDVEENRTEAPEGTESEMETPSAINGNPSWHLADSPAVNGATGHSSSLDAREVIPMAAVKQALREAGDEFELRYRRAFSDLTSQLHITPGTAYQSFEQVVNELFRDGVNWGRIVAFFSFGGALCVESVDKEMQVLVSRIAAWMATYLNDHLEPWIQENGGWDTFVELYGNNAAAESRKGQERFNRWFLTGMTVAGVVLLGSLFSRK
# CIT2 TOR yeast – alters CIT2-GFP fluorescence in TOR pathway yeast screen. S. cerevisiae CIT2-GFP strain, flow cytometry, 3 h; 100 means same as DMSO wells. GFP response vs DMSO, % at 10 µM. actives 0.065% (n = 320,000). AID 2029;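 active means GFP response relative to DMSO above a set limit, near the screen mean plus 3 SD, cut at about 150% in these data; inconclusive means Fewer than 70 cells measured for a yeast strain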;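 further: ratio of well median GFP fluorescence to mean of DMSO wells on the plate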
# An asterisk follows results filed as active; ? = inconclusive; / = not tested or not shown; [ ] = dose if it differs, or a comment.
SMILES,Fam108B counter,VLA-4 inh,GRK2 aptamer HTS,MCL1-BIM inh,AGP1-GFP MLPCN,GLD-1 RNA inh,MEX-5 binding,BCLXL inh,CIT2 TOR yeast
CC(C)C[C@H](NC(=O)c1nc[nH]c1C(=O)N1CCC(C)CC1)C(=O)OC(C)(C)C,-2,-11,2,4,93,1,3.3,6,101
COc1ccc(N2CCN(S(=O)(=O)c3c(C(=O)N4CCOCC4)c(C)n(C)c3C)CC2)cc1,-2,-3,0,1,99,7,2.7,5,100
C=CCNC(=O)NC(=O)COC(=O)/C(C#N)=C/c1ccc(OC)cc1,3,17,2,-11,96,4,3.1,-5,98
Nn1cnnc1N/N=C/c1ccccc1C(F)(F)F,-2,9,2,-1,101,0,-0.2,-1,102
Cc1ccccc1Cn1cc(/C=N/n2cnnc2)c2ccccc21,0,18,0,1,96,10,-0.3,0,90
CCOP(=O)(OCC)C(C)(C)NC(=O)Nc1ccc(Cl)c(Cl)c1,4,-1,1,7,/,1,-2.7,5,/
Cn1cc(S(=O)(=O)N2CCOCC2)cc1C(=O)NCc1ccccc1Cl,-1,-5,0,-1,100,1,-0.4,0,100
Cc1cnc2c(c1)C(=O)c1ccccc1-2,-9,-1,1,5,91,-10,-0.6,6,93
COc1cc(C(=O)Nc2nccs2)cc(OC)c1OC,-1,11,3,4,95,0,1.5,4,86
O=S(=O)(c1ccc(F)c(Cl)c1)N1CCN(C/C=C/c2ccccc2)CC1,/,12,0,7,101,-5,/,2,104
COc1cc(CNCCN(C)C)ccc1OCc1c(F)cccc1Cl,-2,18,0,1,98,4,1.5,4,98
CC(=O)N1CCCc2ccc(NS(=O)(=O)c3ccc(C)c(C)c3)cc21,-3,-1,3,1,106,-6,2.3,4,98
COc1ccc(C(=O)N/N=C(\C)CC(=O)Nc2ccc3ccccc3c2)c(OC)c1,-2,-14,2,-1,98[may fluoresce green],-2,1.6,3,94[may fluoresce green]
CCc1ccc(NC(=O)CSc2nc3ccsc3c(=O)n2CCCCCC(=O)O)cc1,-1,8,0,3,95,9,0.6,2,94
O=C(Nc1cc(S(=O)(=O)Nc2ccccc2F)ccc1Cl)c1ccc(F)cc1F,/,-9,0,/,101,-3,/,/,110
COc1ccc(CNC(=O)N2CCN(c3ccc(F)cc3)CC2)cc1Cl,-2,-11,1,3,103,4,0.5,5,103
CCn1cc(S(=O)(=O)N2CCN(Cc3cccc(Cl)c3)CC2)cn1,3,-4,0,-2,90,5,1.3,4,87
CC(C)(C)c1cc(C(F)(F)F)c(C#N)c(=O)[nH]1,3,-5,0,2,103,9,0.5,4,/
CCn1c(=O)c2c3c(sc2n(C)c1=O)CCC3,3,-2,4,-5,102,4,-0.7,0,101
Cc1ccc(O)c(CCc2ccccc2)n1,-5,-5,0,0,101,-6,-3.0,-2,102
COc1cccc(C(c2sc3ncnn3c2O)N2CC(C)OC(C)C2)c1 (centres undefined),-9,11,3,-1,102,-5,0.3,4,101
COc1ncnc2c1sc1nc(-c3ccccc3)c3c(c12)CCCC3,-2,-2,5,5,97,-2,0.1,6,91
CC1(C(=O)OCC(=O)Nc2ccc(C(N)=O)cc2)CC1(Cl)Cl (centres undefined),-1,8,1,1,92,-1,0.8,5,101
Cc1ccc(S(=O)(=O)NCCC(=O)NCC(=O)Nc2c(C)cccc2C)cc1C,-2,9,0,1,102,1,-4.8,0,105
O=C(Nc1ccc(F)c(Cl)c1)N1CCCC1,4,9,0,4,96,3,2.3,2,104
O=C(CSc1nc2ccccc2c(=O)n1Cc1ccco1)NCc1ccco1,-6,6,2,14,115,-1,-4.0,8,96
COc1ccc2[nH]c(=O)c(CN(CC3CCCO3)C(=O)Nc3ccccc3)cc2c1 (centres undefined),2,-5,3,-4,82,0,-4.0,2,93
CCOC(=O)c1[nH]ncc1CN1CCCC(C(=O)c2cccc3ccccc23)C1 (centres undefined),-4,16,3,-1,98,10,-0.5,5,102
S=c1[nH]nc(-c2ccc(Cl)cc2)n1-c1ccc(Cl)cc1,2,9,0,-19,96,2,3.2,-15,96
CN(C)S(=O)(=O)NCCNc1ccc(C(F)(F)F)cc1[N+](=O)[O-],0,7,1,-2,92,7,0.7,3,95
COc1ccc2[nH]c(C(=O)N(C)c3ccc(F)cc3F)cc2c1,1,1,1,4,87,0,0.3,4,86
CC1CCCCN1CCCNC(=O)C1CCN(c2nc3ccccc3o2)CC1 (centres undefined),-2,0,0,6,96,-1,-1.2,6,80
CC(=O)c1cccc(NC(=O)CCc2nnc3ccc(N4CCN(C)CC4)nn23)c1,4,20,1,6,108,-2,-2.0,6,104
C=CCc1cc(OC)ccc1OCCOCCC(C(=O)OCC)C(=O)OCC,-4,-7,2,-3,103,1,1.5,0,102
O=C(NC1CCCN(CCc2ccccc2)C1)c1c(F)cccc1F (centres undefined),2,12,1,14,105,6,1.6,6,100
CC(/C=C\c1ccccc1)=C/C(=O)O,-3,2,0,-1,108,5,0.9,-2,87
CCOC(=O)C1CCN(c2nc(C)cc(C)c2C#N)CC1,0,1,1,6,102,2,0.4,6,90
Cn1c(=O)c2c(nc(OCc3cccnc3)n2Cc2c(F)cccc2Cl)n(C)c1=O,1,2,0,0,95,-7,0.1,0,93
Cc1ccc(C)c(NC(=S)N2CCC(NC(=O)C3CCCCC3)CC2)c1,3,8,0,-5,103,8,-2.0,-1,102
COc1ccc([C@H]2CC(=O)C=C(c3ccccc3OC)C2)cc1OC,/,0,0,-2,93,4,/,-2,86
COc1cc(C(C)=O)ccc1OCc1cc(C(=O)N(C)CCC2CCCCO2)no1 (centres undefined),-2,-7,4,7,95,0,2.0,5,104
COc1ccc(-c2nn(-c3ccccc3)cc2C(=O)O)cc1N,0,11,1,9,103,7,1.1,6,98
CCOC(=O)c1ccc(NC(=O)c2ccc(C)c(S(=O)(=O)N3CCOCC3)c2)cc1,8,-10,0,-4,?,1,0.9,1,?
COc1ccc(CCN2CN(S(=O)(=O)c3ccc(OC)cc3)c3nc4ccccc4nc32)cc1,-3,-15,0,-6,104,4,-4.9,3,100
Cc1cc(OC(=O)c2cc([N+](=O)[O-])ccc2Cl)c([N+](=O)[O-])c(=O)[nH]1,0,31,0,5,106,4,-3.0,5,101
COc1ccc(/C=C2\CCCC3C2=NN(C(=O)COC(=O)CNC(=O)c2ccccc2)C3c2ccc(OC)cc2)cc1 (centres undefined),-7,0,0,5,107,5,1.3,1,103
O=C(CN1C(=O)NC(Cc2c[nH]c3ccccc23)C1=O)Nc1ccccc1Br (centres undefined),/,-7,1,-1,103,4,/,0,99
COC(=O)C1=C(C)N(Cc2ccc(C)cc2)C(=O)C1,-1,2,0,3,111,-2,0.6,4,109
CN(c1ccccc1)S(=O)(=O)c1cccc(C(=O)NCCCN2CCCC2=O)c1,-1,7,0,5,106,3,0.0,5,102
CCOC(=O)c1c(S(=O)(=O)NCC(=O)Nc2cccc(C)n2)c(C)n(C)c1C,0,0,3,-1,97,2,2.1,4,102
COc1ccc(N2C(=O)CC(N3CCN(c4ccccc4F)CC3)C2=O)cc1 (centres undefined),-4,13,1,5,96,1,-0.6,4,99
CCC(=O)NNC(=S)NC(=O)c1ccc(C)cc1,-3,9,0,9,94,6,-0.5,11,101
CC(=O)NS(=O)(=O)c1ccc(NC(=O)c2oc3c(Cl)cccc3c2C)cc1,1,6,0,-1,106,5,1.3,9,104
CCCNC(=O)C1CCC(CNS(=O)(=O)c2ccc3c(c2)N(C(C)=O)CCO3)CC1 (centres undefined),-3,4,3,-3,109,-7,-0.5,-3,103
COc1ccc(S(=O)(=O)N2CCCCC2)cc1NC(=O)CSc1nnc(C2CC2)n1C,/,0,1,-2,106,8,/,5,100
Cc1cccc(/N=C/c2c(O)cc(C)oc2=O)n1,-2,3,3,-2,93,-1,2.5,7,96
COc1ccc(N2CCN(C(=O)CN(c3ccc(OC)cc3)S(=O)(=O)c3ccccc3)CC2)cc1,4,3,1,3,103,-1,0.3,2,99
CC(C)(C)C(=O)Nc1ccc(S(=O)(=O)Nc2nccs2)cc1,0,17,0,9,103,7,-2.2,4,102
O=C(c1cccc(Cl)c1)N1CCN(Cc2ccc3c(c2)OCO3)CC1,3,5,3,5,95,-1,-3.0,2,101
O=C(NC1CC1)c1cc2cc(Br)ccc2s1,-1,-4,2,5,111,-3,2.5,2,135
# Other structures.
SMILES,Fam108B counter,VLA-4 inh,GRK2 aptamer HTS,MCL1-BIM inh,AGP1-GFP MLPCN,GLD-1 RNA inh,MEX-5 binding,BCLXL inh,CIT2 TOR yeast
CC1Cc2nc(SCC(=O)Nc3nccs3)n(C)c(=O)c2S1 (centres undefined),1,14,0,7,107,2,-0.7,5,100
Cc1ccnc(NC(=O)CCC(=O)N(CC(=O)NC(C)(C)C)Cc2ccc3c(c2)OCO3)c1,4,4,2,5,99,6,-0.6,-2,107
OC1(c2ccc(Br)cc2)CCNCC1,2,12,0,2,101,5,0.4,1,102
CN(C)CCNC(=O)c1ccccc1-c1ccccc1,1,7,5,-2,103,0,1.4,0,104
COc1cc(/C=C/C(=O)OCC(=O)Nc2ccc3c(c2)OCCO3)ccc1O,-2,-1,3,2,108,-1,5.6,2,101
CC(C)(C)c1ccc(C(=O)N2CCN(c3ncccn3)CC2)cc1,0,7,2,4,112,6,-0.2,4,113
COc1ccc(Cl)cc1NC(=O)CCS(=O)(=O)c1cc2c(cc1C)NC(=O)CO2,7,0,80*,9,105,-1,1.5,9,115
COc1cccc(CN(C)CC(=O)NNC(=O)c2ccc(Cl)cc2)c1,-1,-15,0,11,100,-1,-1.1,1,98
Cc1ccc(NC(=O)CCS(=O)(=O)c2ccc3c(c2)NC(=O)C(C)S3)cc1Cl (centres undefined),6,8,2,5,100,6,-3.6,3,102
CCNS(=O)(=O)c1ccc(CCC(N)=O)cc1,-3,7,2,0,96,8,-0.9,1,81
COc1c2c(nc3occc13)C(CC=C(C)C)(OC)C(OC(C)=O)CC2 (centres undefined),-1,7,1,-5,103,-7,0.3,-6,100
Cc1ccc(-n2cnc3c(sc4nc(N5CCOCC5)c5c(c43)CCCC5)c2=O)cc1,-3,2,0,2,98,-3,1.2,3,95
CCC1CCCCN1Cc1ccc(OC)c(C)c1 (centres undefined),-3,8,0,1,95,-4,-6.5,5,98
CCN(C(=O)CN1C(=O)NC(c2ccccc2)(c2ccc(C)c(C)c2)C1=O)C1CCCCC1 (centres undefined),/,0,0,-5,103,6,/,-10,106
Cc1cccc(NC(=O)C2CCCN(C(=O)Nc3ccc(F)cc3)C2)c1 (centres undefined),-2,-14,0,1,99,8,-2.1,0,102
O=C(CN1CCN(c2ccc(Cl)cc2)CC1)c1ccc2c(c1)OCO2,6,15,1,9,107,5,2.1,3,109
CCOc1ncccc1C(=O)OCc1cccc([N+](=O)[O-])c1,5,14,0,-10,97,5,0.4,-2,104

# In the list so far, these have a furan ring, fused or not.
SMILES,Fam108B counter,VLA-4 inh,GRK2 aptamer HTS,MCL1-BIM inh,AGP1-GFP MLPCN,GLD-1 RNA inh,MEX-5 binding,BCLXL inh,CIT2 TOR yeast
O=C(CSc1nc2ccccc2c(=O)n1Cc1ccco1)NCc1ccco1,-6,6,2,14,115,-1,-4.0,8,96
CC(=O)NS(=O)(=O)c1ccc(NC(=O)c2oc3c(Cl)cccc3c2C)cc1,1,6,0,-1,106,5,1.3,9,104
COc1c2c(nc3occc13)C(CC=C(C)C)(OC)C(OC(C)=O)CC2 (centres undefined),-1,7,1,-5,103,-7,0.3,-6,100

# From PubChem BioAssay
